GalR3 antag: GalR3 antagonists in HEK293 cells, primary screen, cell-based, fluorescence readout | hit rate 0.44% among 360,000 | HEK293 GalR3-CNG cAMP membrane potential fluorescence; galR3 body fused to GalR1 C-terminus | Galanin receptor type 3 (Homo sapiens), O60755 | inhibition, % at 3 µM;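 active means inhibition above the screen-wide average plus 3 SD, cut at about 13% in these data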;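 further: forskolin and galanin both at EC90 stimulate the cells; cAMP rise reported by CNG channel membrane potential dye signal; 0% = forskolin plus galanin with DMSO and 100% = forskolin alone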
MEKK2 mut-MEK5: MEK5 binding signal on mutant MEKK2 PB1, primary screen, biochemical, multiplex bead flow cytometry, Alexa488-MEK5; Alexa488-MEK5 binding to MEKK2 mutant; percent response, % at 10 µM; hit rate 0.35% among 290,000; in the data active means percent response above about 24%, passing the limit was not always enough; further: inactives centre near 1; some results filed as inactive read as strong as hits; reference of the scale not given here
PHOSPHO1 inh: PubChem AID 1565; Phosphoethanolamine/phosphocholine phosphatase (Homo sapiens), Q8TCT1; inhibition, % at 13.3 µM; hit rate 1.1% among 290,000; recombinant PHOSPHO1, absorbance phosphatase assay; in the data active means inhibition above about 60%
Target sequence (Q8TCT1 whole entry, looked up): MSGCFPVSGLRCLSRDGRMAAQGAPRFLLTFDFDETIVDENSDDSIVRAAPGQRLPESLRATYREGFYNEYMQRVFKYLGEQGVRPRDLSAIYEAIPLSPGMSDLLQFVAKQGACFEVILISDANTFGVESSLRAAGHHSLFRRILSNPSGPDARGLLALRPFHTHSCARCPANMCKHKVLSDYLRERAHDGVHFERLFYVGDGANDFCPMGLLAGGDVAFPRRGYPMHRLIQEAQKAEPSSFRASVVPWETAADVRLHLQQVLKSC
MEKK3 PB1 HTS: modulators of MEKK3-MEK5 PB1 binding, primary screen, biochemical, wildtype MEKK3, multiplex bead flow cytometry, Alexa488-MEK5; binding response (% of control), % at 10 µM; bead-based flow cytometry, Alexa488-MEK5 binding to MEKK3; actives lie on both sides; 0 = blocked by unlabeled MEK5, 100 = vehicle; hit rate 1.4% among 290,000; Mitogen-activated protein kinase kinase kinase 3 (Homo sapiens), Q99759;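 active means binding response more than 3 SD above or below the average of its plate-row segment, actives on both sides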;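 further: Alexa488 bead fluorescence after subtracting the streptavidin-only scavenger bead signal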
Target sequence (Q99759 whole entry, looked up): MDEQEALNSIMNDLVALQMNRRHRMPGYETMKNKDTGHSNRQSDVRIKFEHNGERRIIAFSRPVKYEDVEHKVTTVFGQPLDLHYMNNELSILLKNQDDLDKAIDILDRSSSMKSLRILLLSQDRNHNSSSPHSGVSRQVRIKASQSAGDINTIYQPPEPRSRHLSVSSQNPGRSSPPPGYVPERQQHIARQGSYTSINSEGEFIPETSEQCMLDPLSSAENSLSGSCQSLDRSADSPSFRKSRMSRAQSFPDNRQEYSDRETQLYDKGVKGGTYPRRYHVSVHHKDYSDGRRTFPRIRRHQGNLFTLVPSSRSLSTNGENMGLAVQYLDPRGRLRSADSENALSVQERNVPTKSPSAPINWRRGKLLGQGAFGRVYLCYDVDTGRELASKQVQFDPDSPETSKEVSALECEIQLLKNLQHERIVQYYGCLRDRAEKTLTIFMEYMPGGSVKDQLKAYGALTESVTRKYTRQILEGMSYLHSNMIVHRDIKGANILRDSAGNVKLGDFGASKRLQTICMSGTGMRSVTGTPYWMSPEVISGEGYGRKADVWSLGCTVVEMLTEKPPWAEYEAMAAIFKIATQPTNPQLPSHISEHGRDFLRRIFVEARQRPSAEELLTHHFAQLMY
NALP1 yeast inh: NALP1 inflammasome inhibitors in reconstituted yeast, colorimetric, S. cerevisiae, triplicate retest. S. cerevisiae NALP1/ASC/caspase-1 growth, X-gal OD620, 72 h. inhibition, % at 10 µM. hit rate 0.61% among 280,000; in the data active means inhibition mostly above about 24%, no sharp cut-off; inactive means mostly below about 32%; further: some compounds called inactive have numbers as strong as hits
MEKK2 WT-MEK5: modulators of MEK5 binding to wildtype MEKK2, primary screen, biochemical, multiplex bead flow cytometry, Alexa488-MEK5; Mitogen-activated protein kinase kinase kinase 2 (Homo sapiens), Q9Y2U5; binding response (% of control), % at 10 µM; Alexa488-MEK5 binding to MEKK2 WT; actives lie on both sides; hit rate 1.1% among 290,000; in the data active means binding response below about 67% or above about 130%
GPR7 antag: GPR7 receptor antagonists, primary screen, cell-based, fluorescence, single concentration; GPR7-expressing cells, fluorescence antagonist assay; inhibition, % at 4.4 µM; hit rate 1.1% among 290,000; in the data active means inhibition above about 16%, passing the limit was not always enough;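 further: cells stimulated with the agonist NPW; 0% = agonist with vehicle and 100% = vehicle without agonist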
V1R ag counter: agonists of human V1a receptor, primary screen, counter-screen for OXTR agonist project, fluorescence, CHO-V1R cells. Vasopressin V1a receptor (Homo sapiens), P37288. activation, % at 3 µM. Fluo-8 calcium fluorescence, agonist mode; 0% DMSO, 100% 3 nM vasopressin. hit rate 0.25% among 320,000;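 active means activation above the mean activation of all tested compounds plus 3 SD, per screening run, cut at about 20% in these data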;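 further: signal is peak over basal fluorescence ratio across a 100 second FLIPR read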
OXTR ag: human OXTR agonists, primary screen, fluorescence, CHO-OTR cells, Fluo-8 calcium. Oxytocin receptor (Homo sapiens), P30559. Fluo-8 calcium fluorescence; normalized: DMSO 0%, oxytocin 100%. activation, % at 3 µM. hit rate 0.32% among 320,000;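 active means activation above the mean of all tested compounds plus 3 SD, cutoff set per screening run, cut at about 20% in these data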;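 further: peak over basal fluorescence ratio from a 100 s FLIPR kinetic read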
The depositor's hits bear a star; x = no result given.

SMILES	GalR3 antag	MEKK2 mut-MEK5	PHOSPHO1 inh	MEKK3 PB1 HTS	NALP1 yeast inh	MEKK2 WT-MEK5	GPR7 antag	V1R ag counter	OXTR ag
CCS(=O)(=O)c1nc2ccccc2n1Cc1ccccn1	-3.6	-2.0	-15.8	103.0	-1.1	100.0	-13.6	0.9	-0.2
O=C(Nc1ccccc1F)N1CCCC1c1cccnc1 (configuration not stated)	-3.9	0.0	29.8	98.0	11.4	98.0	-12.8	0.2	-1.3
CCOC(=O)C(C(=O)Nc1ccccn1)C1CCCCC1 (configuration not stated)	2.8	-1.0	70.2*	92.0	37.2	92.0	-2.7	0.0	-1.1
CC1=C(C)C(=O)N(c2ccc(C(=O)O)cc2)C1=O	-0.7	8.0	-1.0	95.0	-59.7	105.0	-1.0	0.0	-1.0
COc1ccc(Cc2nc(-c3cccnc3)no2)cc1OC	-2.0	4.0	-18.3	105.0	-3.4	105.0	-9.5	0.5	0.4
CN(/N=C/c1ccc2c(c1)OCO2)c1ccccc1	-2.3	-1.0	-3.8	107.0	10.6	105.0	1.9	-0.7	-3.3
O=C(NCCCc1ccccc1)C(=O)c1c[nH]c2ccccc12	2.1	6.0	38.2	106.0	-3.0	104.0	-10.3	-0.1	-1.4
CC(C)CCc1noc(CN2CCC(C(=O)N3CCOCC3)CC2)n1	-4.0	-17.0	21.9	89.0	x	87.0	-5.3	1.6	0.2
CCC(=O)N1CCc2cc(S(=O)(=O)CCC(=O)Nc3ccc(C)c(F)c3)ccc21	-3.4	3.0	-4.2	103.0	-61.8	99.0	-8.8	0.7	-0.3
COc1cccc(Cn2c(NCc3cccnc3)nc3c2c(=O)n(C)c(=O)n3C)c1	3.4	-9.0	25.4	99.0	8.7	101.0	-8.6	-0.4	-1.1
COc1ccc(OC)c(CNC(=O)C2CCN(S(=O)(=O)N3CCCC3)CC2)c1	-3.3	-1.0	2.3	97.0	5.8	95.0	-8.9	-0.6	-0.2
c1ccc(C[n+]2cccc3c4ccccc4ccc32)cc1	-3.4	17.0	50.1	101.0	16.2	105.0	-11.3	-0.9	-0.2
O=C(CSc1nnnn1-c1ccc(C(=O)O)cc1)NC1CC1	-3.8	5.0	41.4	104.0	8.7	109.0	-12.8	-0.6	-0.3
CCN1CCC(=NNC(=O)c2ccco2)CC1	-1.9	-2.0	-25.8	100.0	-2.0	100.0	2.5	0.3	0.3
COc1ccc(-n2c(SCC(=O)Nc3nccs3)nnc2-c2ccccc2)cc1	-2.5	-7.0	-11.5	91.0	-1.2	90.0	10.2	-0.7	-1.5
CCc1cc(=O)oc2c3c(cc(OCC(=O)NCCC(=O)O)c12)OC(C)(C)CC3	-11.7	2.0	2.5	101.0	-4.2	104.0	-0.5	3.5	0.1
Cc1ccc(S(=O)(=O)N(Cc2ccc(Cl)cc2)c2ccccc2C(=O)O)cc1	-9.7	3.0	9.4	103.0	-0.3	99.0	-11.5	0.0	-1.8
Nc1cccc2c1C(=O)N(Cc1cccc(Cl)c1)C2=O	2.4	-5.0	-0.4	104.0	-10.6	97.0	-7.7	-0.6	-0.9
CCSc1nc(-c2ccccc2)c(-c2ccccc2)n1CC(O)CO (configuration not stated)	-3.1	3.0	31.7	106.0	1.1	104.0	-13.7	0.4	-1.1
CCOc1ccc2nc(N(CCCN(C)C)C(=O)c3ccc(S(=O)(=O)N4CCc5ccccc5C4)cc3)sc2c1	-2.1	20.0	7.7	103.0	7.8	168.0*	14.8	9.8	12.9
Cc1ccc(-c2ccc(=O)n(CC(=O)NCCCN3CCCCC3C)n2)cc1 (configuration not stated)	-7.9	-1.0	-27.4	103.0	13.4	106.0	-3.3	0.3	-0.7
Cc1c(Cc2ccc3c(c2)OCO3)sc(NC(=O)C(C)(C)C)c1C#N	x	7.0	-10.0	111.0	29.6	111.0	5.6	-0.5	-0.5
O=C(Nc1ccc(NC(=O)c2ccc(Cl)cc2Cl)cc1)c1cccs1	-2.6	5.0	28.0	99.0	7.0	100.0	-7.3	1.3	0.1
COc1cc(C(C(=O)NC2CCCCC2)N(CCN2CCOCC2)C(=O)C2COc3ccccc3O2)cc(OC)c1OC (configuration not stated)	0.9	-12.0	24.8	97.0	2.4	85.0	-2.7	-0.5	-0.3
COc1ccc(S(N)(=O)=O)cc1C(=O)NCCCN1CCN(c2cccc(Cl)c2)CC1	-3.6	x	66.1*	x	4.9	x	1.5	0.6	0.9
O=C(O)c1ccccc1C(=O)NC1CCCc2ccccc21 (configuration not stated)	-9.0	0.0	25.7	98.0	6.4	99.0	-17.3	0.7	0.4
O=C(N1CCCCC1)C12CC3CC(CC(C3)C1)C2	-3.2	11.0	-9.2	89.0	26.8	100.0	2.1	0.1	-1.0
O=C(NNC(=O)c1ccc(NC(=O)c2ccccc2)cc1)c1ccccc1	-2.2	-2.0	35.9	99.0	-20.5	94.0	2.6	3.9	0.9
O=C(O)c1ccc(Nc2nc3ccccc3nc2NS(=O)(=O)c2ccc(F)cc2)cc1	-0.4	0.0	23.9	101.0	10.6	98.0	-10.4	0.7	1.0
CCN1C(=S)N[C@@H](c2cccc(F)c2)C(C(=O)OC)=C1C	-7.5	7.0	-7.3	100.0	6.2	102.0	-2.0	0.1	-1.4
CCn1c(CCc2nc3ccccc3[nH]2)n[nH]c1=S	-2.4	3.0	6.7	102.0	-1.9	101.0	-10.1	-0.1	0.2
O=C(/C(=C/c1ccc(Cl)cc1)c1nc2ccccc2[nH]1)c1cccs1	x	-1.0	13.1	91.0	16.0	96.0	24.9*	4.2	-0.3
COc1ccc(-n2nc3c(c2NC(=O)CCl)CSC3)cc1	-1.5	5.0	12.6	101.0	5.9	101.0	3.6	-0.9	0.5
O=C(CCc1ccccc1)N1N=C(c2ccncc2)CC1(O)C(F)(F)F (configuration not stated)	-4.2	-11.0	-4.9	95.0	-10.1	85.0	-12.3	1.8	1.3
COc1ccc(Cn2nnnc2CN(CCCN2CCOCC2)Cc2cc3cc(OC)ccc3[nH]c2=O)cc1	-2.2	-9.0	-37.4	94.0	12.8	86.0	0.6	-1.1	-0.6
CCOC(=O)C(NC(=O)c1ccccc1)(OCc1ccc(F)cc1)C(F)(F)F (configuration not stated)	-4.0	1.0	2.5	128.0*	21.9	106.0	-7.7	0.3	-2.6
CCC1Oc2ccc(C)cc2N(CC(=O)NCCN2CCCCCC2)C1=O (configuration not stated)	-7.2	22.0	18.3	107.0	4.3	137.0*	2.5	0.6	0.0
CCOC(=O)c1[nH]c(C)c(C(=O)N2CCN(c3ccc(OC)cc3)CC2)c1C	-5.0	1.0	-3.9	102.0	20.1	105.0	-13.1	2.6	0.7
O=C(CSc1ccc2nnc(-c3ccc(F)cc3)n2n1)NCc1ccco1	-6.5	-1.0	-7.1	96.0	12.6	100.0	-0.2	-0.8	-0.7
CCCCNC(=S)NCc1ccc2[nH]c3c(c2c1)CCCC3	x	17.0	-12.6	120.0	-9.2	111.0	-7.5	3.1	0.2

Compound profiles, from the list above. Values in the order: GalR3 antag	MEKK2 mut-MEK5	PHOSPHO1 inh	MEKK3 PB1 HTS	NALP1 yeast inh	MEKK2 WT-MEK5	GPR7 antag	V1R ag counter	OXTR ag
`COc1ccc(S(N)(=O)=O)cc1C(=O)NCCCN1CCN(c2cccc(Cl)c2)CC1` in the list: -3.6	x	66.1*	x	4.9	x	1.5	0.6	0.9
`Nc1cccc2c1C(=O)N(Cc1cccc(Cl)c1)C2=O` in the list: 2.4	-5.0	-0.4	104.0	-10.6	97.0	-7.7	-0.6	-0.9
`CCSc1nc(-c2ccccc2)c(-c2ccccc2)n1CC(O)CO` (configuration not stated) in the list: -3.1	3.0	31.7	106.0	1.1	104.0	-13.7	0.4	-1.1
`COc1ccc(Cc2nc(-c3cccnc3)no2)cc1OC` in the list: -2.0	4.0	-18.3	105.0	-3.4	105.0	-9.5	0.5	0.4
`CCOC(=O)C(NC(=O)c1ccccc1)(OCc1ccc(F)cc1)C(F)(F)F` (configuration not stated) in the list: -4.0	1.0	2.5	128.0*	21.9	106.0	-7.7	0.3	-2.6

Next part
SMILES	GalR3 antag	MEKK2 mut-MEK5	PHOSPHO1 inh	MEKK3 PB1 HTS	NALP1 yeast inh	MEKK2 WT-MEK5	GPR7 antag	V1R ag counter	OXTR ag
Cc1ccc(NC(=S)N2CCN(S(=O)(=O)c3ccc(F)cc3)CC2)cc1	-1.6	1.0	16.2	99.0	-22.0	96.0	7.4	x	x
COc1ccc(C2CC(c3ccc(Cl)c(Cl)c3)Nc3nc(N)nn32)cc1 (configuration not stated)	-2.0	-1.0	-0.1	102.0	4.2	100.0	x	3.2	3.5
COc1ccc(C(=O)NCC(=O)N/N=C(\C)c2ccco2)cc1OC	-0.4	-14.0	-12.5	97.0	-13.9	100.0	-6.4	0.9	0.0
CC(C)(O)c1[nH]c2ccc(C(F)(F)F)cc2c1C(C)(C)O	-5.6	-6.0	9.6	99.0	28.8	93.0	-6.2	3.4	2.3
CSC(=NC#N)N1CCN(c2ccc(Cl)cc2)CC1	-5.2	-1.0	54.6	101.0	3.7	100.0	-6.0	2.3	3.4
Oc1ccc(/C(Cc2ccccn2)=N\Nc2ccccc2)c(O)c1	2.9	3.0	-5.1	100.0	-4.3	101.0	1.4	0.1	-0.5
CSCCC(NC(=O)/C(=C/c1ccc(F)cc1)NC(C)=O)C(=O)O (configuration not stated)	-4.0	-2.0	46.6	95.0	16.8	96.0	-9.2	0.7	-0.1
O=C(COC(=O)c1nc(Cl)ccc1Cl)Nc1ccc2c(c1)OCO2	-2.8	-3.0	50.7	99.0	-2.8	101.0	-7.7	-0.5	-2.1
COc1ccc(NCc2nnc(SCC(=O)Nc3ccccc3)n2C)cc1	x	-7.0	-16.5	95.0	11.0	95.0	-4.3	-0.1	-0.6
C=CCn1c(=O)c2ccc(C(=O)NCc3ccccc3)cc2n(Cc2cccc(Cl)c2)c1=O	2.2	-2.0	13.6	109.0	30.3	103.0	-12.3	0.2	0.8
COCCCNc1nnc(Cc2ccc(Cl)cc2)c(=O)[nH]1	-6.7	-3.0	27.0	99.0	29.5	100.0	30.8	0.6	0.3
O=C(Nc1nnc(C2CC2)s1)C1Cc2ccccc2CN1C(=O)c1ccco1 (configuration not stated)	-6.0	-1.0	-25.2	108.0	4.5	103.0	-1.0	-0.2	-0.7
COC(=O)c1ccc(N2CCN(C)CC2)c(NC(=O)c2ccc(-c3ccc(Cl)cc3)o2)c1	x	8.0	17.6	102.0	2.2	117.0	-2.4	0.2	0.8
CCOc1ccc(NS(=O)(=O)c2ccc(NC(=O)C3CC3)cc2)cc1	-3.2	3.0	14.7	99.0	-3.3	102.0	-12.4	10.1	10.7
O=C(C1CCCN(S(=O)(=O)c2ccccc2)C1)N1CCN(c2ccccc2)CC1 (configuration not stated)	-3.2	3.0	41.4	104.0	23.6	107.0	-6.5	2.6	-0.4
COc1cccc(CC2(CO)CCCN(S(=O)(=O)N(C)C)C2)c1 (configuration not stated)	1.1	-7.0	38.7	83.0	17.6	89.0	-4.0	0.7	1.2

From PubChem BioAssay

An unsorted share of the library; 5.4% or so of the library scored in one or more.
